High-throughput results deposited in PubChem by National Center for Advancing Translational Sciences (NCATS).
A549 viability: kills or reduces viability of A549 cells in Nrf2 counter-screen. A549 ARE-Fluc cells, CellTiter-Fluor viability, 18-24 h. actives 0.16% (n = 390,000). AID 504648. Potency, µM (titrated, usually from 46 µM), for the others: top-dose activity change, negative = cytotoxicity, usual class: inhibitors; also: potency is read from the fitted curve at half-maximal effect; % is scaled to controls: 0 for no effect and ±100 for the full control effect
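Cytotoxicity counterscreen: CellTiter-Fluor fluorescence was measured in A549 ARE_Fluc cells after 18-24 h of compound exposure in a concentration series. The subsequent BugLite luminescent read reports ARE-luciferase activity.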
EPAC2 agonist: activates human EPAC2 exchange factor | Q8WZA2 | actives 0.079% (n = 360,000) | Potency, µM (titrated, usually from 154 µM), without a hit: at the highest dose activation, actives largely listed as activators | AID 720711 | EPAC2 activation, biochemical qHTS; response scale: 100% = 6.5 mM cAMP response; also: potency is read from the fitted curve at half-maximal effect; nearly all actives have a fitted effect of over 50% in size
Target sequence (Q8WZA2 whole entry, looked up): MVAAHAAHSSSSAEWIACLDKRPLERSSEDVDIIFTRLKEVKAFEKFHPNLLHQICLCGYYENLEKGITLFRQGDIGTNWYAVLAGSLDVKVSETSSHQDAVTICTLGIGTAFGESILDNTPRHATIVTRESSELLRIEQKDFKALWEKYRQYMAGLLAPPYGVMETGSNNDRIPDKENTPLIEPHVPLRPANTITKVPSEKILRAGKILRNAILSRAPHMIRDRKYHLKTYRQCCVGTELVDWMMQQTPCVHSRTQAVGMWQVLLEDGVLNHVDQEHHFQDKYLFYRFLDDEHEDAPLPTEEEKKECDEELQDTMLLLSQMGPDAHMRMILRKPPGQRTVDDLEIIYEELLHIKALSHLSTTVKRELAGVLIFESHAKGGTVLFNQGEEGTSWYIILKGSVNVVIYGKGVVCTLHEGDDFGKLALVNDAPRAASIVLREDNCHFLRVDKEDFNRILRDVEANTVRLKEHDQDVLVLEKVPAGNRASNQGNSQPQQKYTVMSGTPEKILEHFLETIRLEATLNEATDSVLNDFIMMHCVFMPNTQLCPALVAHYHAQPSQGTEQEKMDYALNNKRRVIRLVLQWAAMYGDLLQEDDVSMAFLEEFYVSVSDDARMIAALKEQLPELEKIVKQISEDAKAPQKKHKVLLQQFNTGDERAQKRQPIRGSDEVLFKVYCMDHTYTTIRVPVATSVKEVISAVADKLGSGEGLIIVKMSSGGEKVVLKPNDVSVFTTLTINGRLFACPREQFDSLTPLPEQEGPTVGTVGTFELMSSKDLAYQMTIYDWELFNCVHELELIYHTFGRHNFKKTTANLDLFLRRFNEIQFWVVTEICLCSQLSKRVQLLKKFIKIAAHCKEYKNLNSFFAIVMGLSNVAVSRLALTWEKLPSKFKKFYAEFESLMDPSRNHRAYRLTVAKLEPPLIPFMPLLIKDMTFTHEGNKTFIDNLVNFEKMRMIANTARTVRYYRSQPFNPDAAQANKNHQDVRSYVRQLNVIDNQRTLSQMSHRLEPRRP
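Exchange assay: 100 nM EPAC2 with 250 nM Rap1B-BODIPY-GDP and 50 uM GDP. Fluorescence (ex 480/em 540 nm) read every 5 min for 30 min at room temperature. Data normalized to 6.5 mM cAMP as agonist control.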
CCT modulator: modulators of cytosolic chaperonin (CCT/TRiC) activity. purified chaperonin ATPase assay, HTRF ADP detection, 30 min. activity change, % (test concentration not listed), hits read low. actives 0.3% (n = 360,000). AID 651819; in the data active = activity change below about -30%; also: % is scaled to controls: 0 for no effect and ±100 for the full control effect
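Nucleotide hydrolysis assay: TRiC at 20–40 nM final (set by batch activity) with 10 uM ATP, 30 min at 37 °C, in presence of 76 uM compound. Detection by competitive ADP HTRF, 30 min ambient.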
EPAC2 antag: EPAC2 (human) antagonism; actives 0.18% (n = 360,000); Potency, µM (series often up to 114 µM), inactives show at the highest dose activity, negative = inhibition, actives largely listed as inhibitors; EPAC2 GEF exchange of Rap1B-BODIPY-GDP, fluorescence; Q8WZA2; also: potency is read from the fitted curve at half-maximal effect; % is scaled to controls: 0 for no effect and ±100 for the full control effect; nearly all actives have a fitted effect of over 45% in size; many of its hits are not listed in these tables
TGFb inhibitor: blocks TGF-b signaling | HepG2 CAGA-GFP TGF-b/SMAD3 reporter, GFP fluorescence, 18 h; TGF-beta stimulated, 500 pg/mL final | Potency, µM (doses to about 46.1 µM), for inactives: top-dose activity, negative = inhibition, hits mostly inhibitors | actives 1.2% (n = 410,000) | AID 588855; also: potency is read from the fitted curve at half-maximal effect; % is scaled to controls: 0 for no effect and ±100 for the full control effect; nearly all actives have a fitted effect of over 65% in size
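HEPG2 CAGA-GFP, 1000 cells/well; 2 h settle, 37 C; cpd via pin tool; TGF-b 500 pg/mL final; 18 h, 37 C; GFP imaging ex488/em500-530; %Activity normalised to -TGF-b and +DMSO controls; CRC fit, curve class.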
Akt phos inh: blocks phosphorylation of Akt; Neuro2A IGF-stimulated pAkt S473 HTRF, 20 min; active compounds read low; activity change, % for hits at 50 µM; actives 0.32% (n = 360,000); in the data active = activity change below about -80%; inconclusive = mostly about -51% to -80%; also: % is scaled to controls: 0 for no effect and ±100 for the full control effect
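Neuro2A cells in DMEM with 0.5% FBS, overnight at 37 deg C, given compound at single 50 µM final, then IGF (6 nM final) for 20 min at 37 deg C. Lysed; phospho-Akt Ser473 by HTRF after 24 h, 665/615 ratio.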
Nrf2 inh: inhibitors of Nrf2 signaling. A549 ARE-Fluc reporter, luciferase luminescence, 18-24 h. Potency, µM (top dose mostly 46 µM), inactives show at the highest dose activity change, negative = inhibition, most hits filed as inhibitors. actives 2.1% (n = 360,000). AID 504444; also: potency is read from the fitted curve at half-maximal effect; % is scaled to controls: 0 for no effect and ±100 for the full control effect; nearly all actives have a fitted effect of over 60% in size
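Two sequential reads on A549 ARE_Fluc cells exposed to compound for 18-24 h: a CellTiter-Fluor fluorescence read for viability, then a luciferase luminescence read for Nrf2/ARE activity.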
Nrf2 activator: activates Nrf2 signaling. AREc32 ARE-luciferase reporter (MCF7-derived line), luminescence, 24 h. Potency, µM (titrated, usually from 46.1 µM), inactives show top-dose activation, hits mostly activators. actives 0.31% (n = 410,000); also: potency is read from the fitted curve at half-maximal effect; % of control where 0% means no effect; nearly all actives have a fitted effect of over 65% in size
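AREc32 cells carrying an ARE-driven firefly luciferase reporter were seeded at 1000 cells/well in OPTI-MEM with 5% FBS, then exposed to compound for 24 hr at 37 deg C. Luminescence was read with Steady-Glo after 30 min at RT.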
MmCpn inh: blocks the Methanococcus maripaludis chaperonin Mm-Cpn; purified Mm-Cpn ATPase, ADP Transcreener TR-FRET; Potency, µM (doses to about 76.9 µM), for the others: at the highest dose activity, negative = inhibition, most hits filed as inhibitors; actives 0.031% (n = 330,000); AID 504842; also: potency is read from the fitted curve at half-maximal effect; % is scaled to controls: 0 for no effect and ±100 for the full control effect; nearly all actives have a fitted effect of over 80% in size
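Purified archaeal chaperonin (25 nM final) was preincubated with compound for 10 min at 37°C, then ATP (10 uM final) was added for 30 min at 37°C in Tris pH 7.4/KCl/MgCl2/DTT buffer. ADP was quantified by HTRF Transcreener TR-FRET.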
Active calls of the source: *; i = inactive; ? = inconclusive; nt = not tested or not shown; [ ] = remark or other dose. Unless noted, calls follow the shape of the dose curve; as a rule, active = well fitted curve in the direction sought with a large enough effect; inconclusive = small, poorly fitted or top-dose-only effect, or another doubt; inactive = no such curve, though single readings can be large; an effect the other way counts as inactive or inconclusive.

Values run as follows: A549 viability, EPAC2 agonist, CCT modulator, EPAC2 antag, TGFb inhibitor, Akt phos inh, Nrf2 inh, Nrf2 activator, MmCpn inh
- O=C(Nc1cccc(S(=O)(=O)N2CCCC2)c1)c1cccnc1
 : 1%, -2%, 0.5, 9%, -30%, i, -1%, -0.1%, 0%
- O=C(c1ccco1)N1CCN(C(=O)c2ccc(Cn3cc(Br)cn3)o2)CC1
 : 5%, -2%, 1.3, -2%, ?, i, ?, -0.7%, -2%
- N=c1c2c(n(Cc3ccc(Br)cc3)c3c1CCC3)CCCC2
 : -15%, 16%, -1.6, -3%, ?, i, -16%, 0.1%, 2%
- O=S(=O)(Nc1ccc(Cl)cc1)c1ccc(N2CCOCC2)c(NC(=S)NCCN2CCOCC2)c1
 : 18%, 0%, -1.2, 1%, -11%, i, -14%, 5.5%, 0%
- CC1(C)CC(=O)C/C(=N\NC(=O)C2CC23CCC3)C1 (stereo not given)
 : 2%, -11%, 0.9, 5%, 1%, i, 25%, -0.4%, 50µM*
- Cc1ccc2c(CN3CCC(C(N)=O)CC3)cc(=O)oc2c1C
 : -4%, 1%, 0.0, 1%, 0%, i, 3%, 0.1%, 0%
- Cc1cc(C)nc(NC(=S)Nc2ccc(F)cc2F)c1
 : 1%, 6%, -2.1, 13%, ?, i, 7%, 6.9%, 0%
- O=C(Nc1ccc(Cl)cc1)C1CC=CCC1C(=O)OCC(F)(F)C(F)F (stereo not given)
 : nt, 2%, -2.3, 8%, 16%, i, -8%, 0.4%, 0%
- CCCCN(C(=O)C1CSC2(C)CCC(=O)N12)c1c(N)n(Cc2ccccc2)c(=O)[nH]c1=O (stereo not given)
 : 0%, 12%, 0.0, 15%, -16%, i, 10%, -0.7%, -1%
- O=C(NCc1ccc2c(c1)OCO2)C12CN(Cc3ccccc3)CC1C(c1cccc([N+](=O)[O-])c1)=NO2 (stereo not given)
 : 0%, 0%, -2.4, 10%, -2%, i, 10%, 7.6%, 1%
- CCOc1ccc(Oc2ccc(S(=O)(=O)N3CCOCC3)cc2N)cc1
 : -5%, 15%, -3.4, 2%, -22%, i, ?, 0.7%, 1%
- Cc1ccccc1-c1nn(-c2ccc(F)cc2F)cc1CNCCCO
 : 1%, 2%, 0.7, 5%, 0%, i, -12%, 2.8%, 0%
- Cc1ccc([C@H]2N[C@]3(CCCN(Cc4ccc(Br)cc4)C3=O)[C@H]3C(=O)N(Cc4ccccc4)C(=O)[C@@H]23)cc1
 : nt, 10%, -0.2, 8%, -14%, i, nt, 0.2%, nt
- CCCC(=O)N(c1ccc(F)cc1)C1C=CS(=O)(=O)C1 (stereo not given)
 : -9%, 14%, -2.2, -3%, 11%, nt, -2%, 0.2%, 0%
- Cc1noc(NS(=O)(=O)c2ccc(NC(=O)c3cnc4n(c3=O)CCS4)cc2)c1C
 : -25%, 5%, 2.8, 23%, -1%, i, -25%, -0.7%, -2%
- CC(=O)Nc1ccc(NC(=O)C(Cc2ccccc2)NC(=O)C2CCCCC2)cc1 (stereo not given)
 : -6%, 0%, 1.9, 10%, -4%, i, 10%, 0.8%, 0%
- Cc1cc(NC(=O)CN2C(=O)/C(=C/c3ccccc3F)SC2=S)no1
 : 0%, 1%, 1.3, 1%, -20%, i, -12%, 2.6%, 0%
- O=C(NCCCN1CCOCC1)C(=O)NCC1OCCN1S(=O)(=O)c1ccc(Cl)cc1 (stereo not given)
 : nt, 4%, -34*, 2%, 0%, i, nt, -1.4%, nt
- Cc1ccc2nc(-c3ccccn3)cc(C(=O)Nc3ccc4c(c3)OCO4)c2c1
 : 0%, 2%, -0.9, 13%, -18%, i, 0%, 2.6%, -8%
- C=CC[C@H](CC(=O)NCCO)C(=O)N[C@H](COC(=O)[C@H](CC=C)CC(=O)OC(C)(C)C)Cc1c[nH]c2ccccc12
 : -1%, -3%, -0.2, -12%, 4%, i, -6%, 0.7%, 0%

Continued:
Values run as follows: A549 viability, EPAC2 agonist, CCT modulator, EPAC2 antag, TGFb inhibitor, Akt phos inh, Nrf2 inh, Nrf2 activator, MmCpn inh
- Cc1ccccc1NC(=O)CCS(=O)(=O)c1cc(Br)cc2c1N(C(=O)C1CC1)CC2
 : 0%, nt, nt, nt, 0%, nt, -4%, 0.2%, nt
- CCCCn1c(N)c(N(CCOC)C(=O)c2ccc(-c3ccc(C(C)=O)cc3)o2)c(=O)[nH]c1=O
 : -1%, 3%, 4.0, 7%, -16%, i, ?, 3.9%, 0%
- O=C(Nc1ccc(-c2nc3ccccc3[nH]2)cc1)C1CCCO1 (stereo not given)
 : 0%, 6%, -3.1, -12%, 7%, i, ?, -2.4%, -1%
- Cc1ccc(S(=O)(=O)N2Cc3ccccc3CC2C(N)=O)cc1 (stereo not given)
 : nt, 5%, 2.3, -5%, -9%, i, nt, -0.8%, nt
- O=C(O)c1ccccc1C(=O)NNc1ccc(F)cc1F
 : -15%, 7%, 0.3, -6%, -4%, i, -4%, 6.1%, -26%
- COCCn1c(SCC(=O)Nc2ccc(NC(C)=O)cc2)nc2c([nH]c3ccccc32)c1=O
 : 2%, 2%, -2.4, 4%, 6%, i, 21%, 2.6%, -2%
- CCOc1cc(C2C(C(=O)OC)=C(C)NC3=C2C(=O)c2ccccc23)ccc1O (stereo not given)
 : ?, nt, nt, nt, ?, nt, 9%, 15%, nt
- CCCn1c(=N)c(C(=O)NC2CCCCC2)cc2c(=O)n3cc(C)ccc3nc21
 : 4%, nt, nt, nt, 235%[activator], nt, 3%, -0.7%, nt
- CCOC(=O)c1c(C)[nH]c(C(=O)OC/C(O)=C(\C#N)c2nc3ccccc3[nH]2)c1C
 : -5%, -5%, -5.1, 1%, -15%, i, ?, 0.5%, 2%
- CCOc1ccccc1NC(=O)Cn1nnc(C(=O)NCc2ccc(F)cc2)c1N
 : 0%, nt, nt, nt, -8%, nt, -14%, -0.5%, nt
- CCc1ccc(C(=O)COC(=O)c2cncc(Br)c2)cc1
 : -5%, -8%, -7.3, 0%, -29%, i, ?, 0.9%, 0%
- CC(C)CN(C(=O)COC(=O)CCc1c[nH]c2ccccc12)c1c(N)n(Cc2ccccc2)c(=O)[nH]c1=O
 : 1%, -11%, -1.5, -5%, 0%, i, 3%, 0.0%, 0%
- COc1ccc(CCN2C(=NC(=O)C(C)C)SC3CS(=O)(=O)CC32)cc1OC (stereo not given)
 : 4%, 12%, -0.8, 0%, -1%, i, 1%, 0.0%, -1%
- Cc1ccc(S(=O)(=O)NCCC(=O)Nc2nnc(C)s2)cc1
 : -2%, 11%, -1.3, 0%, 8%, i, -31%, 0.6%, nt
- O=C(NCCC1=CCCCC1)c1cnsn1
 : -4%, -7%, -10.0, 4%, -18%, i, 5%, 0.5%, -1%
- C[C@H]1CN([C@@H](C)CO)C(=O)CCCn2cc(nn2)CO[C@@H]1CN(C)C(=O)Nc1cccc(Oc2ccccn2)c1
 : nt, 9%, 0.0, 1%, 10%, i, nt, -0.7%, nt
- Cc1ccc(S(=O)(=O)Nc2ccc(-c3csc(-c4ccccc4)n3)cc2)cc1
 : -12%, 10%, 0.5, -3%, ?, i, -4%, 0.2%, -9%
- C#CCSc1nnnn1-c1ccc(Br)c(C)c1
 : 0%, 10%, -1.2, -18%, 3%, i, -6%, 4.6%, 2%
- N#Cc1ccc(C(=O)OCC(=O)Nc2ccc(S(N)(=O)=O)cc2)cc1
 : -4%, 6%, -0.3, -2%, -31%, i, -6%, 0.0%, 1%
- CCOC(=O)CN(Cc1sccc1C)C(=O)Nc1ccc(OCC)cc1
 : 8%, 7%, -4.9, -7%, 3%, i, -16%, -0.5%, 1%

Later entries.
Values run as follows: A549 viability, EPAC2 agonist, CCT modulator, EPAC2 antag, TGFb inhibitor, Akt phos inh, Nrf2 inh, Nrf2 activator, MmCpn inh
- COc1cccc(/C=C/C(=O)OCCN2C(=O)c3ccccc3C2=O)c1
 : 0%, 5%, 1.1, -8%, -8%, i, -8%, -0.5%, 1%
- COc1ccc(S(=O)(=O)N2CCOCC2)cc1NC(=O)C1CC1
 : 13%, 6%, -1.6, -2%, 3%, i, 21%, -0.5%, 3%
- Cc1ccccc1OCC(O)CN (stereo not given)
 : -7%, 7%, -0.7, -1%, 0%, i, -9%, -0.1%, 1%
- CCCS(=O)(=O)N1CCN(C2Cc3ccccc3C2)CC1
 : -3%, 15%, -0.9, 9%, -2%, i, 0%, -0.1%, 0%
- Cc1ccc(/C=N\NC(=O)c2cncc(Br)c2)o1
 : 0%, 14%, -1.4, -2%, -5%, i, 7%, -0.3%, -1%
- CCCOC(=O)Cn1c(=O)c2cc3c(=O)n(CC(=O)OCCC)c(=O)c3cc2c1=O
 : 3%, 0%, 3.1, 13%, -4%, i, 10%, 0.0%, -1%
- CN(CCOc1ccccc1)CCOc1ccccc1
 : -2%, 8%, 0.6, -3%, -1%, i, 15%, -0.1%, -1%

Taken from the results shown for reference:
Values run as follows: A549 viability, EPAC2 agonist, CCT modulator, EPAC2 antag, TGFb inhibitor, Akt phos inh, Nrf2 inh, Nrf2 activator, MmCpn inh
- CCCOC(=O)Cn1c(=O)c2cc3c(=O)n(CC(=O)OCCC)c(=O)c3cc2c1=O
 : 3%, 0%, 3.1, 13%, -4%, i, 10%, 0.0%, -1%
- CN(CCOc1ccccc1)CCOc1ccccc1
 : -2%, 8%, 0.6, -3%, -1%, i, 15%, -0.1%, -1%

Some entries already given, reduced to A549 viability, TGFb inhibitor and EPAC2 antag.
compound,A549 viability,TGFb inhibitor,EPAC2 antag
CN(CCOc1ccccc1)CCOc1ccccc1,-2%,-1%,-3%
CCCOC(=O)Cn1c(=O)c2cc3c(=O)n(CC(=O)OCCC)c(=O)c3cc2c1=O,3%,-4%,13%

Some of the compounds tested; count on the stated rates, not on these rows.
